Screening data from PubChem BioAssay.
PHOSPHO1 block: blocks human PHOSPHO1 phosphatase activity; inhibition, % at 13.3 µM; AID 1565; Q8TCT1; recombinant PHOSPHO1, absorbance phosphatase assay; hit rate 1.1% among 290,000; in the data active = inhibition above about 60%
Target sequence (Q8TCT1 whole entry, looked up): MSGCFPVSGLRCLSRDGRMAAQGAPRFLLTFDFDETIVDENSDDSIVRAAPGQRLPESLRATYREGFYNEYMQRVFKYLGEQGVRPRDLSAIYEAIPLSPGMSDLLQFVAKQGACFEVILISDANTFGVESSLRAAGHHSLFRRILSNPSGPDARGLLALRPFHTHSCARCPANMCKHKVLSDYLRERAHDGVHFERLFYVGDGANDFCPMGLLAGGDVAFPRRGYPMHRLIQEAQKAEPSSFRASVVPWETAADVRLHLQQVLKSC
SUMO HTRF inh: inhibitors of human SUMOylation (UBC9); hit rate 0.36% among 290,000; inhibition, % at 35 µM; HTRF SUMOylation assay, SAE1/SAE2 + UBC9, in vitro; in the data active = inhibition above about 50%, passing the limit was not always enough; note: strong numbers were not always called active
Target sequence (P63279 whole entry, looked up): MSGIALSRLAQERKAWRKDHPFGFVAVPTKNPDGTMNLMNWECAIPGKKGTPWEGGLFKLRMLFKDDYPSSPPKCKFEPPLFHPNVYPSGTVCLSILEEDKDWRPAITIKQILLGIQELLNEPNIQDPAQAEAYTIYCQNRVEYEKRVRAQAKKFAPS
DNA FID counter: displaces DNA intercalator in HCV helicase counter-screen | hit rate 0.17% among 290,000 | inhibition, % at 7.9 µM | DNA fluorescent intercalator displacement, fluorescence; in the data active = inhibition above about 37%;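 note: 0% = vehicle and 100% = reference compound; higher means more ethidium bromide displaced from hairpin DNA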
NS3 helicase inh: inhibitors of Hepatitis C virus NS3 helicase; NS3 helicase DNA unwinding, Cy5 molecular beacon fluorescence; inhibition, % at 10.9 µM; hit rate 0.56% among 290,000;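 active = inhibition above the mean of all tested compounds plus 3 SD, set per campaign, cut at about 35% in these data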;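 note: 0% = DMSO wells and 100% = thioflavine S control wells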
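Assay system: hepatitis C virus NS3 helicase domain fragment enzyme. Also added: annealed dual-labelled DNA beacon duplex, ATP-started. Timing: 1 h reaction at 25 °C, ATP-initiated. Technique: Cy5 fluorescence at 0 and 60 min, beacon hairpin quenching. Evaluation: % inhibition of unwinding. Replication: one well per compound.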
VIM-2 inh: blocks Pseudomonas aeruginosa VIM-2 metallo-beta-lactamase; purified VIM-2, nitrocefin hydrolysis, epi-absorbance fluorescence; inhibition, % at 5.6 µM; hit rate 0.89% among 290,000; AID 1527;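 active = inhibition above the mean of all tested compounds plus 3 SD, cutoff set per screening run, cut at about 7.5% in these data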;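 note: red hydrolysis product quenches plate fluorescence so inhibitors raise well fluorescence; 0% = enzyme with DMSO and 100% = DMSO without enzyme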
IMP-1 inh: inhibitors of Pseudomonas aeruginosa IMP-1 metallo-beta-lactamase | purified IMP-1, nitrocefin hydrolysis, epi-absorbance fluorescence | inhibition, % at 5.6 µM | hit rate 0.45% among 290,000 | AID 1556;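 active = inhibition above the mean plus 3 SD of all compounds in the same screening run, cut at about 4.5% in these data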;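 note: 0% = IMP-1 with DMSO and 100% = DMSO wells lacking enzyme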
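Test system: recombinant IMP-1 enzyme, purified / Medium: HEPES buffer pH 7.1 with ZnSO4 and Brij 35 / Doses: single dose, 5.6 µM / Times: 25 °C, 15 min preincubation, 25 min reaction / Detection: Epi-absorbance via hydrolysed-nitrocefin quenching of white-plate fluorescence, 480/530 nm, EDTA stop / Evaluation: percent inhibition from optical density relative to buffer-blank wells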
IDE cell activ: activators of human insulin-degrading enzyme in cells; HEK cells, FAbeta-B cleavage, fluorescence polarization; 0% vehicle, 100% cell-free pure enzyme wells; hit rate 0.073% among 340,000; activation, % at 5.96 µM; AID 493087; P14735;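 active = activation above the mean of all tested compounds plus 3 SD, set per screening campaign, cut at about 17% in these data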
pCIP destab: p/CIP protein destabilization; Q05BA5; F442A p/CIP-EGFP cells, EGFP fluorescence, 16 h; hit rate 0.01% among 290,000; decrease of EGFP signal, % at 10 µM; AID 1984;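 active = EGFP signal decrease of at least 30% at 10 µM or well 3 SD below plate mean, unless failing retest; inactive = the rest, including hits failing retest or dose response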; note: some compounds called inactive have numbers as strong as hits; many of its hits are not listed in these tables
MEKK3 PB1 HTS: modulators (inhibitors or enhancers) of MEK5 binding to human MEKK3 PB1 domain; hit rate 1.4% among 290,000; bead-based flow cytometry, Alexa488-MEK5 binding to MEKK3; actives lie on both sides; 0 = blocked by unlabeled MEK5, 100 = vehicle; binding response (% of control), % at 10 µM; Q99759;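 active = binding response more than 3 SD above or below the average of its plate-row segment, actives on both sides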;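 note: Alexa488 bead fluorescence after subtracting the streptavidin-only scavenger bead signal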
* = called active by the depositor; x = not tested or not shown.

SMILES	PHOSPHO1 block	SUMO HTRF inh	DNA FID counter	NS3 helicase inh	VIM-2 inh	IMP-1 inh	IDE cell activ	pCIP destab	MEKK3 PB1 HTS
COc1ccccc1NC(=O)c1cc(-c2ccc(C)o2)nc2ccccc12	0	3	-24	-12	-1.2	-3.0	3	0	103
CCC(C)(C)NC(=O)C(C(C)C)N(CC1CCCO1)C(=O)CNS(=O)(=O)c1ccc(F)cc1 (configuration not stated)	51	-2	-36	3	-3.4	-3.3	5	0	99
C/C(=N\NC(=O)C(C)n1nc(C)c([N+](=O)[O-])c1C)c1ccccc1O (configuration not stated)	7	-6	-2	-3	-6.0	-4.8	4	-17	99
CCOC(=O)CC1C(=O)NCCN1Cc1cccs1 (configuration not stated)	64*	-7	2	-6	-2.1	-2.3	-2	-3	104
COC(=O)C1CN(C(=O)COc2cccc(C)c2C)c2ccccc2O1 (configuration not stated)	x	-5	-32	-4	-3.2	-1.9	2	-24	100
CSc1ccccc1NC(=S)NC1CCCC1	48	-1	-6	0	-2.1	-4.0	7	1	101
COc1cccc(/C=N/Nc2ncccc2[N+](=O)[O-])c1OC	39	-2	-1	6	-4.2	-2.1	0	-10	100
CCCCn1c(=O)[nH]c(=O)c2c1nc(-c1cc3c(cc1Br)OCO3)n2C	21	4	2	4	-0.7	-2.4	3	-4	102
CCOC(=O)c1cccc(NC(=O)/C=C/c2ccc([N+](=O)[O-])cc2)c1	-20	-4	-1	-7	-2.8	-0.2	-9	11	98
C[C@H]1CC[C@H]2C(=O)N[C@H](Cc3ccccc3)C(=O)N2[C@@H]1c1ccccc1	14	4	-11	-2	-2.5	0.6	x	-1	103
O=C(c1cccn(Cc2ccc(C(F)(F)F)cc2)c1=O)N1CCOCC1	33	6	0	8	-2.3	-1.7	2	4	103
COc1ccc2[nH]c(=O)c(CN(C)C(=O)C3CCCCC3)cc2c1	8	30	-14	-5	0.4	-0.4	3	-1	102
CC(=O)c1cc(CN2CCN(CC=C(C)C)C(CCO)C2)cs1 (configuration not stated)	52	11	0	12	-2.1	-1.5	-2	11	103
CN(Cc1ccccc1)S(=O)(=O)c1ccc(S(=O)(=O)N2CCN(CCC#N)CC2)cc1	x	x	0	1	-1.2	-4.8	x	x	x
O=C(c1ccc(F)cc1)N1CCN(c2cc(=O)[nH]nc2-c2ccccc2)CC1	3	8	-21	-5	-2.1	-1.2	5	-12	100
O=C(Oc1nsnc1N1CCOCC1)N1CCOCC1	-7	23	6	-2	-0.3	-1.2	-1	-14	101
Cc1ccsc1CN1CCN(c2ccccn2)CC1	-11	8	3	-10	-1.3	-2.0	3	-6	100
Cc1c(F)cccc1NC(=O)CSCC(=O)Nc1ccccc1	0	4	-3	1	-4.7	-2.3	2	7	88
CCCc1nc2ccccc2c(NC(=O)CN(CC)CC)c1CC	8	-5	10	-18	-1.5	-1.3	-2	18	102
CCc1ccc(OC(=O)c2cncc(Br)c2)cc1	20	16	-11	-6	-1.3	-3.2	0	-6	104
CC(C)N1C(=O)S/C(=C/c2ccc(Sc3nc4ccccc4[nH]3)o2)C1=O	-2	-6	-4	-1	-2.7	-4.7	-4	-3	100
Cc1cccc(NC(=O)Nc2c(C)n(C)n(-c3ccccc3)c2=O)c1	x	-7	-4	-7	-0.9	-1.9	-1	-5	101
CC(C)c1ccc(NS(=O)(=O)c2ccc3[nH]cc(C(=O)N4CCC(C(N)=O)CC4)c(=O)c3c2)cc1	-1	-6	-27	16	-0.3	2.8	6	0	99
O=C(O)CCc1[nH]c2ccccc2c1Sc1ccccc1	44	12	-23	-16	-4.0	-1.3	2	-9	101
CC(Cl)C(=O)c1c(N)n(C)c(=O)n(C)c1=O (configuration not stated)	-4	9	3	-6	-1.4	1.2	12	-2	100
Carrying on:
SMILES	PHOSPHO1 block	SUMO HTRF inh	DNA FID counter	NS3 helicase inh	VIM-2 inh	IMP-1 inh	IDE cell activ	pCIP destab	MEKK3 PB1 HTS
CC(=O)NC1(C(=O)O)CCCC1	27	12	-3	-1	-1.8	-0.9	4	-13	102
O=C(Nc1ccc(Cl)cc1)[C@@H]1[C@@H]2C(=O)N(c3ccc(Cl)cc3Cl)C(=O)[C@@H]2[C@H]2C=CC=NN21	43	22	-6	27	-1.9	1.8	x	-13	96
COc1cccc(C2=NOC(C(=O)Nc3c(C)n(C)n(-c4ccccc4)c3=O)C2)c1 (configuration not stated)	33	20	-11	7	1.7	-0.5	1	1	95
O=C(c1ccccc1)N1CCN(C2CCCCC2)CC1	5	14	3	-2	-2.1	1.4	-4	-3	91
CCn1c(SCC(=O)Nc2cc(C)on2)nnc1-c1cccc(C)c1	40	-2	-24	0	0.1	1.6	2	-5	102
CN(C)c1ccc(CN(C(=O)/C=C/c2ccco2)C2CCS(=O)(=O)C2)cc1 (configuration not stated)	28	20	-24	0	0.2	0.3	x	3	88
Oc1ccc(C=Nc2ccccc2-c2nc3ccccc3[nH]2)cc1	-8	26	-5	-8	-1.0	-0.6	-2	-21	101
O=C1c2ccc(-c3ccc4c(c3)C(=O)N(CCCO)C4=O)cc2C(=O)N1CCCO	37	8	-3	-1	-1.5	-1.6	-1	1	79
Cc1ccc(NC(=O)c2cncc(Br)c2)c(O)c1	48	11	3	2	0.2	-3.2	-6	-5	99
Cc1noc(C)c1COC(=O)CCCc1c[nH]c2ccccc12	15	26	-23	16	-2.0	-1.8	4	-16	x
Cc1cc(C)c2nc(SCC#N)cc(C)c2c1	-1	-19	-4	-3	-0.4	-4.6	4	12	104
Cc1cc(C)nc(N2CCC(C(=O)NCCc3ccccc3)CC2)n1	0	8	-10	-1	-0.5	-1.4	-3	7	100
Cc1ccc(C)c2[nH]c(=O)c(CCNC(=O)CC(C)(C)C)cc12	5	-8	-27	-4	0.2	-1.7	5	-10	110
S=C(Nc1ccccc1)N1CCN(C(=S)Nc2ccccc2)CC1	-23	-2	-3	-4	-0.9	-3.3	x	17	102
CCCS(=O)(=O)Nc1c(C(=O)O)[nH]c2ccc(OC)cc12	17	20	6	-1	-1.1	-3.2	-1	0	66
CCOC(=O)c1cc(-c2ccccc2)sc1NC(=O)CC	-3	-25	-2	-8	-2.4	-5.8	-2	-7	105
Cc1onc(C(=O)Nc2sc3c(c2C(N)=O)CCCC3)c1[N+](=O)[O-]	-1	11	4	7	-0.3	-0.7	3	-1	93
COC(=O)c1ccccc1C(=O)N1CCCC(C(=O)c2ccc(OC)c(OC)c2)C1 (configuration not stated)	22	2	-41	5	1.2	-3.8	-1	-4	104
CN1C(=O)C2(c3ccccc31)c1c(oc3ccccc3c1=O)C(=O)N2CCO (configuration not stated)	41	7	-4	7	-2.6	-3.4	-5	2	100
Cn1cccc1C(=O)NC(=O)COC(=O)Cc1coc2ccc3ccccc3c12	5	24	-14	0	-1.1	-1.2	5	-24	102
CCOC(=O)NC(Cc1c[nH]c2ccccc12)C(=O)NCCc1ccc(S(N)(=O)=O)cc1 (configuration not stated)	25	20	-8	-13	-2.4	0.1	4	-4	109
CCOc1cccc(N2C(=O)CC(NCc3ccc(S(N)(=O)=O)cc3)C2=O)c1 (configuration not stated)	-16	13	-2	-4	-0.8	-2.5	-3	-6	103
Cc1cc(-c2ccc(C)c(S(=O)(=O)N3CCN(c4ccccn4)CC3)c2)on1	48	3	-36	-27	-0.8	-3.1	7	-4	97
CCOc1ccc(N2Cc3ncccc3C2=O)cc1	26	21	-5	5	-2.4	-2.3	4	-16	101
Cc1ccc(/C(N)=N/OC(=O)C(C)c2ccc([N+](=O)[O-])cc2)cc1 (configuration not stated)	14	-3	0	-2	-1.8	-6.3	-1	-11	108
Further compounds.
SMILES	PHOSPHO1 block	SUMO HTRF inh	DNA FID counter	NS3 helicase inh	VIM-2 inh	IMP-1 inh	IDE cell activ	pCIP destab	MEKK3 PB1 HTS
O=C(CCN1CCCCO1)N1CCCC(Nc2cccc(F)c2)C1 (configuration not stated)	43	1	-12	-1	-2.0	-3.5	1	18	105
Cn1cnc([N+](=O)[O-])c1Sc1ncn[nH]1	3	12	0	9	-2.4	-4.2	-3	-10	103
COc1ccc(C(=O)N/N=C/c2cc(Br)ccc2O)cc1OC	20	-22	-15	4	-5.2	-2.1	-2	-10	100
COc1ccc(OC)c(NC(=O)Cn2cc(C=O)c3ccccc32)c1	20	14	-7	-9	-2.8	-4.3	0	-6	103
COc1cc2cc(C(c3nnnn3C(C)(C)C)N3CCc4ccccc4C3)c(=O)[nH]c2cc1OC (configuration not stated)	-42	38	-15	-1	-2.5	-1.9	-5	-13	113
Cc1ccc(C(=O)N2CCCC(Nc3ccc(C)c(C)c3)C2)c(=O)[nH]1 (configuration not stated)	10	2	-22	-7	-0.5	-1.4	6	-17	100
Cc1ccc(N2C(=O)C3C(C2=O)N2C(c4cccs4)C4C(=O)N(c5ccc(C)cc5)C(=O)C4N2C3c2cccs2)cc1 (configuration not stated)	-10	6	-31	6	-1.6	-1.7	0	4	97
Cc1ccc(S(=O)(=O)Oc2ccc(/C=C(/NC(=O)c3ccccc3)C(=O)NCCCC(=O)O)cc2)cc1	26	19	-13	24	-0.9	0.0	2	-3	102
O=C(CSc1ccc2nnc(-c3ccccn3)n2n1)N1CCN(c2ccccc2)CC1	11	-3	-23	3	-2.9	-4.5	1	1	103
CC1CC1C(=O)OCC(=O)Nc1ccc(N=Nc2ccccc2)cc1 (configuration not stated)	-2	-19	-3	-38	-0.9	-3.7	2	-3	136*
CC(=O)Nn1cnc2c(c1=O)C1(CCCCC1)Cc1ccccc1-2	15	14	-11	-5	-2.1	-6.9	2	1	96
Cc1ccc(-n2nnnc2SCC(=O)Nc2sc(C)c(C)c2C#N)cc1C	-26	8	2	-3	0.2	-0.9	1	-14	98
COc1ccc(NC(=O)CN2CCC(Cc3ccccc3)CC2)cc1S(=O)(=O)N1CCOCC1	-8	-7	13	-50	-1.1	-1.4	3	-4	101
COc1ccc(NS(=O)(=O)c2cc(NC(=O)c3cccc(OCc4c(C)noc4C)c3)ccc2OC)cc1	-12	11	-19	-6	-2.6	-1.1	-3	-16	94
CCCn1nc(NC(=O)COC)c2cc3cc(C)ccc3nc21	-38	8	-14	-12	0.6	-1.6	2	-9	105

Only part of the results is shown; the hit share may differ from the screen's.
